HCMV inh = blocks human cytomegalovirus replication. HFF cells, HCMV-luciferase reporter, 72 h; stronger effect = lower value. activity change, negative = inhibition, % at 57.5 µM. 410,000 tested, 4.5% active. AID 1259415; in the data active = activity change below about -60%; inconclusive = no clear call, values can overlap the other calls; inactive = above about -39%
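Cell-based, HFFs, 1000 cells/well, 16 h 37C; cpds in DMSO + HCMV-luc, MOI 1 PFU/cell; 72 h 37C; OneGlo luminescence after 5 min RT; norm. to buffer vs Salinomycin 10uM.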
AmpC inh detg = AmpC beta-lactamase inhibition with detergent present; AmpC hydrolysis of nitrocefin, absorbance 480 nm, 0.01% Triton; Potency, µM (titrated, usually from 114 µM), for inactives: at the top dose activity change, negative = inhibition, most hits filed as inhibitors; 370,000 tested, 0.041% active;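 also: potency is read from the fitted curve at half-maximal effect; 0% = no-compound wells and -100% = no-enzyme wells; nearly all actives have a fitted effect of over 25% in size; some results filed as inactive show a strong effect at the top dose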
Target sequence (P00811 whole entry, looked up): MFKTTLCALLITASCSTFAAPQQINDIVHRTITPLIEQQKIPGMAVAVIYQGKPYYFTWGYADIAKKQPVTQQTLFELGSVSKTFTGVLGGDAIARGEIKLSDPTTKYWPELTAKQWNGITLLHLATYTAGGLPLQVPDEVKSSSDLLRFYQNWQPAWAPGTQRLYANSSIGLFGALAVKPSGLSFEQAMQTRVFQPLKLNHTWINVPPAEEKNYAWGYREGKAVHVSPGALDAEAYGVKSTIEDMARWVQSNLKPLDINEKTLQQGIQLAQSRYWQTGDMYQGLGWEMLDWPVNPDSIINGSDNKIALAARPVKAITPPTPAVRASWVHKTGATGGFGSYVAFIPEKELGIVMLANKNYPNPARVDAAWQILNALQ
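20 mM phosphate pH 7.0 + 0.01% (detergent screen) or 0.0001% Triton X-100; 5.3 nM AmpC reagent; cpd preinc 15 min RT; nitrocefin (800 uM stock) to start; A480 q20 s × 4 min; Activity was normalised to no-enzyme and no-compound control wells.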
AMA1 RON2 block = disrupts binding of P. falciparum AMA1 to RON2; AlphaScreen AMA1-biotinylated RON2 peptide binding; Potency, µM (titrated, usually from 58.2 µM), inactives show at the top dose activity change, negative = inhibition, actives largely listed as inhibitors; 360,000 tested, 0.2% active;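 also: potency is read from the fitted curve at half-maximal effect; 0% = vehicle wells and -100% = peptide control; nearly all actives have a fitted effect of over 45% in size; some results filed as inactive show a strong effect at the top dose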
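AMA1 (3D7) with his tag at 25 nM final met compounds first, then biotinylated RON2 peptide at 25 nM; detection used donor plus acceptor beads, 10 µg/mL apiece, read by AlphaScreen after 30 min at room temperature.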
HCV inh = HCV inhibition | Huh7.5.1 HCVcc-Cre infection, luciferase reporter, 44 h | Potency, µM (titrated, usually from 41.8 µM), inactives show at the highest dose activity change, negative = inhibition, hits mostly inhibitors | 340,000 tested, 3.4% active | AID 651820; also: potency is read from the fitted curve at half-maximal effect
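Seed cells (1,000/well) for 4 h; treat with compound and infect with HCVcc-Cre, moi about 0.5. Incubate 44 h, then detect luciferase activity.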
Sm TGR block = inhibitors of Schistosoma mansoni thioredoxin glutathione reductase; Q962Y6; purified TGR, DTNB reduction, TNB absorbance 405 nm; Potency, µM (top dose mostly 114 µM), for the others: top-dose activity change, negative = inhibition, most hits filed as inhibitors; 360,000 tested, 3% active; also: potency is read from the fitted curve at half-maximal effect; nearly all actives have a fitted effect of over 60% in size
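First, TGR (20 nM dispensed) and NADPH were mixed with compound. Second, a 15 min room-temperature incubation followed. Third, further NADPH and then DTNB were added to start the reaction. Finally, TNB absorbance was monitored kinetically.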
Giardia FBPA inh = Giardia lamblia aldolase inhibition | A8B2U2 | purified Giardia FBPA | Potency, µM (top dose mostly 59.6 µM), inactives show at the top dose activity, negative = inhibition, actives largely listed as inhibitors | 290,000 tested, 0.71% active | AID 2451; also: potency is read from the fitted curve at half-maximal effect; nearly all actives have a fitted effect of over 55% in size
Target sequence (A8B2U2 whole entry, looked up): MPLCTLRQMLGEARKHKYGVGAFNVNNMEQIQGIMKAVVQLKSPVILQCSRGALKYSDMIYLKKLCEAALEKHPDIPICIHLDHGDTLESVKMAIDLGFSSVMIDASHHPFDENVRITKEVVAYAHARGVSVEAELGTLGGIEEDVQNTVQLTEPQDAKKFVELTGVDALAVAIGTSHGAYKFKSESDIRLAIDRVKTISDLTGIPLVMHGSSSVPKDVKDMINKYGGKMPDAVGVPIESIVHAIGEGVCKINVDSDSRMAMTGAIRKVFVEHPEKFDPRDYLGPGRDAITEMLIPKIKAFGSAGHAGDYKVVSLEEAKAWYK
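40 nM FBPA preincubated 10 min at RT with compound (up to 57.5 uM final), then substrate plus GAPDH/TPI/NAD/arsenate coupling and diaphorase/resazurin added. Fluorescence read after 20 min at RT, 525/598 nm.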
* hit, by the source's call; ? = inconclusive; . = not tested or not shown; & = joins results of further samples; [ ] = dose if it differs, or a comment. Unless noted, calls follow the shape of the dose curve; as a rule, active = well fitted curve in the direction sought with a large enough effect; inconclusive = small, poorly fitted or top-dose-only effect, or another doubt; inactive = no such curve, though single readings can be large; an effect the other way counts as inactive or inconclusive. Unless noted, % is scaled to controls: 0 for no effect and ±100 for the full control effect. Compounds as they come; overall some 9.3% were active at least once.

1	Cc1ccc(-c2csc3ncnc(N4CCN(c5ccccc5O)CC4)c23)cc1
2	Cc1ccc(-c2cc3c(N4CCN(c5cc(C)ccc5C)CC4)nccn3n2)cc1
3	COC(=O)CCC(=O)Nc1cc(S(=O)(=O)Nc2ccc(Cl)cc2)ccc1N1CCOCC1
4	O=C(CCn1nc(-c2ccc(Cl)cc2)c2ccccc2c1=O)Nc1cccnc1
5	COc1ccc2c(c1)c(CC(=O)Nc1cc(C)cc(C)c1)c(C)n2C(=O)c1ccc(Cl)cc1
6	COc1ccc(-c2nc(SCC(=O)N3CCOCC3)n[nH]2)cc1
7	COc1ccc(C(CNC(=O)COc2cccc(C)c2)N2CCCC2)cc1 (stereo not given)
8	OC(c1ccccc1)C1CN(Cc2ccccc2)CCC1(O)c1ccccc1 (stereo not given)
9	NS(=O)(=O)c1ccc(CCNC(=O)Cc2cccs2)cc1
10	N#CCCN1CCN(S(=O)(=O)c2ccc(S(=O)(=O)N3CCOCC3)cc2)CC1

Assay by compound,1,2,3,4,5,6,7,8,9,10
HCMV inh,-38.1,19.8,36.5,-65.5*,7.9,-17.9,44.2,-1.7,-0.9,10.2
AmpC inh detg,-5.5%,17.7%,-6.3%,-6.0%,-5.8%,-3.9%,-13.0%,?,-1.2%,?
AMA1 RON2 block,-2.1%,.,-5.0%,-7.5%,.,19.3%,-7.5%,-9.0%,-0.2%,7.2%
HCV inh,?,.,10.1%,?,.,5.7%,12.6%,8.8%,7.3%,13.8%&13.1%
Sm TGR block,-17.3%,2.2%,-12.3%,-6.2%,13.4%,4.0%,-3.6%,20µM*,4.1%,0.3%
Giardia FBPA inh,.,.,-2.5%,-1.9%,.,-19.1%,.,5.5%,-7.5%,3.3%

Next part; the last three above are carried over.
8	OC(c1ccccc1)C1CN(Cc2ccccc2)CCC1(O)c1ccccc1 (stereo not given)
9	NS(=O)(=O)c1ccc(CCNC(=O)Cc2cccs2)cc1
10	N#CCCN1CCN(S(=O)(=O)c2ccc(S(=O)(=O)N3CCOCC3)cc2)CC1
11	O=C(NN1C(=O)CSC1=S)c1cccnc1
12	O=C(Cn1c(=O)nc(-c2ccccc2)c2ccccc21)N1CCN(c2ccc(F)cc2)CC1
13	Cc1cccc(N2CCN(c3ccc(NC(=O)c4ccccc4)cc3C(=O)O)CC2C)c1 (stereo not given)
14	O=[N+]([O-])c1ccc(S(=O)(=O)NCc2nc3cccnc3n2Cc2ccccc2Cl)cc1
15	C/C(=N\NC(=S)NC(C)C)c1ccc2c(c1)OCCO2
16	COc1ccc(-c2nc(CSCC(=O)N3CCN(c4ccc(OC)cc4)CC3)c(C)o2)cc1
17	CCCCn1c(CNC(=O)c2cccs2)nc2ccccc21
18	O=C(/C=C/c1ccc2c(c1)OCO2)NCCS(=O)(=O)N1CCN(c2ccc(F)cc2)CC1
19	CCOC(=O)C1=C(C)N=c2s/c(=C\c3ccc(OCC(=O)O)cc3)c(=O)n2C1c1ccccc1OC (stereo not given)
20	O=C(NNS(=O)(=O)c1ccccc1[N+](=O)[O-])c1cccc([N+](=O)[O-])c1

Assay by compound,8,9,10,11,12,13,14,15,16,17,18,19,20
HCMV inh,-1.7,-0.9,10.2,9.1,-38.2,-10.6,-30.2,?,-29.4,-20.7,9.9,-9.9,34.8
AmpC inh detg,?,-1.2%,?,-0.4%,13.7%,-6.1%,2.2%,-8.0%,?,?,-17.4%,-11.5%,-1.1%
AMA1 RON2 block,-9.0%,-0.2%,7.2%,71.0%[activator],.,.,.,-4.9%,.,13.3%,-7.0%,-10.3%,22.1%
HCV inh,8.8%,7.3%,13.8%&13.1%,-12.8%,.,.,.,?,.,-15.2%,-12.0%,3.9%,17.9%
Sm TGR block,20µM*,4.1%,0.3%,6.8%,2.9%,-0.9%,6.4%,?,-24.0%,-1.4%,-17.3%,-8.8%,-2.2%
Giardia FBPA inh,5.5%,-7.5%,3.3%,15.8µM*,.,.,.,1.9%,.,-0.7%,.,6.4%,-6.1%

21	O=C(Nc1cccc(O)c1)c1cc(-c2ccccc2Cl)on1
22	COc1ccc2[nH]c3c(c2c1)[C@@H]1CCN2C(=O)CCC[C@H](C3)[C@H]12
23	COc1ccc(OCC(=O)N2CCN(c3nnc(-c4ccccc4)c4ccccc34)CC2)cc1
24	CN(C)c1ncnc2c1ncn2C1OC(CO)C(O)C1O (stereo not given)
25	Cc1ccc(C)c(N(CC(=O)Nc2cc(Cl)ccc2Oc2ccccc2)S(C)(=O)=O)c1
26	O=c1nc(-c2ccccc2)c2cc(SC(F)F)ccc2[nH]1
27	Cc1nnc(NC(=O)C2c3ccccc3Oc3ccccc32)s1
28	CCCC(C)NC(=O)c1ccc(F)cc1 (stereo not given)
29	COc1cccc2c1cc1c(=O)n(CC(=O)N3CCN(c4cccc(C)c4C)CC3)nc(C)n12
30	Cc1ccc(NC(=S)NNC(=O)c2ccc(N3CCOCC3)c([N+](=O)[O-])c2)cc1Cl

Assay by compound,21,22,23,24,25,26,27,28,29,30
HCMV inh,-23.8,-61.3*,15.1,1.7,4.1,-23.9,-6.8,38.8,-36.2&-20.8,-0.9
AmpC inh detg,-12.5%,?,-17.5%,-2.2%,-11.7%,2.5%,-7.4%,-6.8%,21.1%,-0.5%
AMA1 RON2 block,-17.4%,-3.5%,-9.5%,-5.9%,-4.6%,8.8%,0.8%,2.5%,-8.8%,-5.7%
HCV inh,0.5%,2.1%,17.8µM*,4.47µM*,1.0%,-7.8%,-27.2%,4.2%,6.9%,33.1%[activator]
Sm TGR block,0.8%,-4.8%,-0.5%,0.8%,8.7%,42.3%[activator],-14.3%,-26.6%,8.3%,-1.5%
Giardia FBPA inh,1.2%,-17.6%,7.0%,7.2%,-7.8%,2.0%,-1.5%,3.7%,.,29.1%

31	CCOP(=O)(OCC)c1nc(/C=C/c2ccccc2)oc1NCc1ccc(OC)cc1
32	CN(C)C1=NCCN1CCC1CCCCC1
33	CCCOc1ccc(OC(=O)c2cn(-c3ccc(OC)cc3)c(=O)c3ccccc23)cc1
34	Cc1ccc(SCC(=O)OC(C)C(=O)Nc2ccc(S(N)(=O)=O)cc2)cc1C (stereo not given)
35	CC(C)(C)c1nc2c(Br)cc(Br)cc2c(=O)o1
36	COc1ccc(NC(=O)CCS(=O)(=O)c2cc3c(cc2C)NC(=O)CO3)cc1Cl
37	COC(=O)c1ccc2c(=O)n3c(nc2c1)SCC(c1ccccc1)=N3
38	Cc1ccc(N(CC(=O)N2CCN(c3cc(C)ccc3C)CC2)S(=O)(=O)c2c(C)nn(C)c2C)cc1
39	Cc1cc([N+](=O)[O-])nn1CC(=O)N/N=C/c1ccc(O)cc1O
40	CCO[C@@H]1OC(C(=O)N2CCN(Cc3ccc4c(c3)OCO4)CC2)=C[C@H](c2ccc(C(F)(F)F)cc2)[C@H]1CCCO

Assay by compound,31,32,33,34,35,36,37,38,39,40
HCMV inh,-32.5,10.4,-22.9,-18.5,41.1,9.6,-12.7,-71.7*,-0.1,-16.6
AmpC inh detg,3.3%,-3.0%,-4.4%,0.0%,-10.4%,19.9%,4.5%,1.7%,4.1%,6.9%
AMA1 RON2 block,28.9%,4.1%,.,12.7%,-13.1%,.,1.7%,.,78.4%[activator],3.9%
HCV inh,?,-6.4%,.,8.1%,19.8%,.,-13.7%,.,-19.2%,?
Sm TGR block,?,-8.4%,-4.0%,2.2%,-9.8%,10.2%,9.3%,-3.5%,-1.0%,1.7%
Giardia FBPA inh,-4.1%,.,.,.,-11.8%,.,-0.4%,.,21.4%,-6.7%

41	CC1CCN(C(=O)CN(c2ccc(Oc3ccccc3)cc2)S(C)(=O)=O)CC1
42	O=C(Nc1ccccc1C(F)(F)F)c1ccsc1
43	O=C(Nc1ccc2c(c1)OCCO2)c1ccco1
44	O=C(Nc1ccc(C(=O)N2CCCCC2)cc1)C1=CSCCO1
45	O=C(NCc1ccccc1)C1COc2ccccc2O1 (stereo not given)
46	COc1ccc(NC(=O)c2nc[nH]c2C(=O)N[C@@H](CC(C)C)C(=O)OC(C)(C)C)cc1
47	COc1ccc(CC2(C)OC(c3ccncc3)=NN2C(C)=O)cc1 (stereo not given)
48	CCC(=O)Nc1nnc(S(=O)(=O)N2CCCCCC2)s1
49	O=C(Cc1ccccc1)NCC(=O)OCC(=O)c1ccc(Cl)c([N+](=O)[O-])c1
50	COC(=O)c1cnc(SCC(=O)c2ccccc2)n1C

Assay by compound,41,42,43,44,45,46,47,48,49,50
HCMV inh,-36.5,-29.3,114.2,-19.7,7.3,-78.3*,75.1,-0.4&6.3,16.3,93.0
AmpC inh detg,2.0%,-10.4%,-12.3%,0.4%,1.1%,-5.4%,2.9%,18.4%,?,-0.4%
AMA1 RON2 block,-3.8%,3.4%,-11.9%,-2.5%,7.6%,126.8%[activator],-14.8%,1.7%,10.9%,-10.5%
HCV inh,?,4.4%,-22.1%,25.5%,15.0%,-25.0%,7.9%,7.5%,2.6%,-9.0%
Sm TGR block,2.2%,-0.4%,-1.0%,-11.5%,-7.3%,-0.9%,-0.9%,-0.2%&15.0%,-28.4%,2.7%
Giardia FBPA inh,-15.1%,1.1%,-0.9%,.,-8.0%,?,-0.4%,-27.6%,1.9%,6.0%

51	CC(=O)c1ccc(N2CCN(C(=O)CCS(=O)(=O)c3ccc(C)cc3)CC2)cc1
52	Cc1ccc(CC(=O)N2CCN(c3ccccc3F)CC2)cc1
53	CCOC(=O)C(Cc1ccccc1)NC(=O)CCc1nnc2ccc(N3CCCC3)nn12 (stereo not given)
54	Nc1cc(=O)[nH]c(SCc2cccc(Cl)c2)n1
55	CCC(O)(CC)C(=O)N(Nc1ccc(C)cc1)c1ccc(C)cc1
56	Cc1ccc(Cn2c(C3CCCN3c3nc(C)cs3)nc3cc(C(=O)NCCCO)ccc32)cc1 (stereo not given)
57	CC(Oc1ccccc1Cl)C(=O)N(Cc1ccco1)C1CCS(=O)(=O)C1 (stereo not given)
58	CN1CCN(c2nc(-c3cccs3)nc3ccccc23)CC1

Assay by compound,51,52,53,54,55,56,57,58
HCMV inh,25.9,4.0,-30.8,?,65.0,-8.7,-5.1,-13.2
AmpC inh detg,3.1%,1.4%,-1.0%,?,0.9%,.,-10.5%,-2.9%
AMA1 RON2 block,10.5%,-8.1%,-4.4%,-4.6%,-0.8%,-19.7%,-6.6%,-5.3%
HCV inh,5.9%,-0.8%,16.0%,?,8.8%,?,7.8%,?
Sm TGR block,-8.0%,.,-4.6%,-0.1%,-2.7%,.,-7.2%,1.3%
Giardia FBPA inh,2.8%,4.5%,12.5%,0.5%,-6.8%,.,-0.4%,-1.0%

Source: PubChem (National Center for Advancing Translational Sciences (NCATS))
